Source: PubChem BioAssay (National Center for Advancing Translational Sciences (NCATS))
TrxR1 inh: rat TrxR1 inhibition | O89049 | recombinant rTrxR1, NADPH fluorescence consumption, selenite substrate | Potency, µM (series often up to 114 µM), for the others: at the top dose activity change, negative = inhibition, usual class: inhibitors | hit rate 1% among 390,000; also: potency is read from the fitted curve at half-maximal effect; % is scaled to controls: 0 for no effect and ±100 for the full control effect; nearly all actives have a fitted effect of over 65% in size
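Rat TrxR1 (90 nM in the dispensed reagent) was pre-reduced with 400 uM NADPH for 5 min at room temperature, then incubated with compound for 15 min. After 400 uM selenite was added, NADPH fluorescence (Ex 340/Em 450 nm) was followed for 8 min.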
D2 ag: agonists of human D2 dopamine receptor; P14416; HEK293 T-REx D2 cells, calcium flux agonist mode; activation, % at 2 µM; hit rate 0.53% among 340,000; AID 485358;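 active = activation over 3 SD above normal in the single-dose calcium agonist read, cut at about 30% in these data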; also: 0% is about no effect
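Tetracycline-induced HEK293 T-REx cells with force-coupled D2 receptor, plated overnight at 30 C, loaded with no-wash calcium dye. After a 10 s baseline, compound was pin-added and calcium flux read kinetically for 180 s; calcium rises flagged agonists.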
D2 antagonist: antagonists of human D2 dopamine receptor | P14416 | HEK293 TREx D2 cells, calcium flux, dopamine EC80 | AID 485344 | hit rate 2% among 340,000 | inhibition, % at 10 µM; in the data active = inhibition above about 30%; also: 0% is about no effect
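Cells plated overnight at 30 C with tetracycline; no-wash calcium dye, 30–90 min RT; 10 s baseline; compound pinned; 180 s read; EC80 dopamine added; another 180 s read.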
PI4K2A inh: inhibitors of human PI4K2A | Q9BTU6 | purified PI4K2A, ADP-Glo luminescence, 1 h; stronger effect = lower value | activity change, negative = inhibition, % at 76.9 µM | hit rate 0.13% among 420,000 | AID 1346378; in the data active = activity change below about -50%; inconclusive = mostly about -30% to -49%;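 also: -100% = wells without enzyme as full effect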
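PI4K2A activity was measured by ADP-Glo luminescence: enzyme (4 ug/mL stock) and phosphatidylinositol (1.2 mM stock) in Tris pH 7.5/MgCl2/EGTA/Triton X-100 buffer were reacted with ATP (300 microM stock) for one hour at ambient temperature.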
TrxR1 substrate: substrates of rat thioredoxin reductase 1 | Potency, µM (highest dose often 114 µM), for the others: at the highest dose activity change, negative = substrate turnover | hit rate 0.01% among 390,000 | O89049 | purified TrxR1 substrate turnover, NADPH consumption readout | AID 588456; also: potency is read from the fitted curve at half-maximal effect; % is scaled to controls: 0 for no effect and ±100 for the full control effect; nearly all actives have a fitted effect of over 50% in size
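Rat TrxR1, dispensed at 90 nM, was prereduced with 400 uM NADPH (final) for 5 min at ~22 deg C, then incubated with compound 15 min before 400 uM selenite. A first-read NADPH fluorescence drop versus no-compound background flagged substrates.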
IDH1 R132H inh: human IDH1 R132H inhibition; AID 602179; Potency, µM (titrated, usually from 76.6 µM), inactives show top-dose activity change, negative = inhibition, most hits filed as inhibitors; hit rate 0.093% among 390,000; IDH1-R132H enzyme, NADPH consumption, diaphorase/resazurin fluorescence; O75874; also: potency is read from the fitted curve at half-maximal effect; % is scaled to controls: 0 for no effect and ±100 for the full control effect; nearly all actives have a fitted effect of over 65% in size
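IDH1-R132H (0.5 ug/mL dispensed) in pH 7.5 Tris buffer was preincubated 30 min with compound, then given a substrate mix of 0.016 mM NADPH and 2 mM alpha-KG for 80 min at room temperature; remaining NADPH was read by diaphorase/resazurin fluorescence.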
TRHR ag: agonists of human TRH receptor | hit rate 0.18% among 360,000 | activation, % at 2 µM | AID 493084 | TRHR cells, calcium flux fluo-8, FDSS agonist mode | P34981; in the data active = activation above about 30%; also: 0% is about no effect
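Agonist-mode FDSS calcium read (Ex 480/Em 530, 1 s cycles) in 1536-well TRHR cells with fluo-8 dye, after 10-cycle baseline and 23 nL compound addition; TRH at EC20 (10 nM final) added afterwards for the enhancer phase.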
TRHR enhancer: allosterically enhances the human TRH receptor; P34981; TRHR cells, fluo-8 calcium fluorescence, EC20 TRH enhancement; enhancement, % at 2 µM; hit rate 0.66% among 360,000; in the data active = enhancement above about 30%; also: 0% is about no effect
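TRHR-expressing cells loaded with fluo-8 calcium dye were read kinetically (ex 480/em 530) during compound addition, then stimulated with an EC20 of TRH (10 nM final). Enhancement of the Gq-mediated intracellular calcium response was scored.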
USP1-UAF1 inh: blocks the human USP1/UAF1 deubiquitinase complex; recombinant USP1/UAF1, Ub-Rhodamine cleavage fluorescence; O94782; Potency, µM (doses to about 57.1 µM), without a hit: top-dose activity change, negative = inhibition, usual class: inhibitors; hit rate 0.23% among 390,000; also: potency is read from the fitted curve at half-maximal effect; % is scaled to controls: 0 for no effect and ±100 for the full control effect; nearly all actives have a fitted effect of over 60% in size; inactives centre near -12
Target sequence (O94782 whole entry, looked up): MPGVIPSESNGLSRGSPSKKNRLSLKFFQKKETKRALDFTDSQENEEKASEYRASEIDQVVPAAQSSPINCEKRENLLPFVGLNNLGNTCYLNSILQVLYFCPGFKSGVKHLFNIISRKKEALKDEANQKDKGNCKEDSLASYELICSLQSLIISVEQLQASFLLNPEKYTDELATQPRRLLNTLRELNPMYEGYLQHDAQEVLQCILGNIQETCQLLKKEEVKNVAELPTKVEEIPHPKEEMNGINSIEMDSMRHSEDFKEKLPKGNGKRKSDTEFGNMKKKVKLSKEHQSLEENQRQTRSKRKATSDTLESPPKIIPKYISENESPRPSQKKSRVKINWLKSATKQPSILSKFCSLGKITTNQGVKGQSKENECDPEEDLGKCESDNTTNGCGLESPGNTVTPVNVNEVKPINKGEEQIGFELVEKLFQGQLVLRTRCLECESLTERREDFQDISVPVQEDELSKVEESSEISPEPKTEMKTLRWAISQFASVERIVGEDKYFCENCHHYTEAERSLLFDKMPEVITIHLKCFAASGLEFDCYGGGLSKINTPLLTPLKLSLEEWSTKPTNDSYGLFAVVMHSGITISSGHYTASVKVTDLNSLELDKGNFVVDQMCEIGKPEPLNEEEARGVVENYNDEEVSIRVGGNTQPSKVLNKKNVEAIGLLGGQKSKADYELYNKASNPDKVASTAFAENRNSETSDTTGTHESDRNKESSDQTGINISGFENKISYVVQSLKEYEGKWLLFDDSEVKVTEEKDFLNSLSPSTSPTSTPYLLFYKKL
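In this screen, compounds sit with the deubiquitinase complex (1nM) for 15 min at room temperature before Ub-Rho is added at 150nM final. Fluorescence rise is then followed for 6 reads every 60 seconds.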
* hit, by the source's call; ? = inconclusive; . = no result given; [ ] = another dose, or the depositor's remark. Unless noted, calls follow the shape of the dose curve; as a rule, active = well fitted inhibition curve with a large enough effect; inconclusive = small, poorly fitted or top-dose-only effect; inactive = no such curve, though single readings can be large or run the other way.

SMILES	TrxR1 inh	D2 ag	D2 antagonist	PI4K2A inh	TrxR1 substrate	IDH1 R132H inh	TRHR ag	TRHR enhancer	USP1-UAF1 inh
Cc1ccc(NC(=O)C2CCCN2C(=O)NC2CCCCC2)cc1F (stereo unspecified)	-1%	-0.3	-3	-6	-3%	5%	-0.3	0	-5%
O=C(NCCc1ccccc1)c1ccc(CSc2nc3cccnc3n2Cc2ccc(F)cc2)cc1	-1%	-0.2	.	-5	-4%	0%	0.8	1	-16%
O=Cc1s/c(=N\S(=O)(=O)c2ccccc2)n(CCCCl)c1Cl	?	4.7	11	14	5%	-2%	3.2	-11	-19%
CN(Cc1ccco1)C(=O)Cn1ncc2c([nH]c3ccccc32)c1=O	30%	0.4	-6	3	-1%	-3%	0.3	3	-16%
CC(=O)c1ccc(N2Cc3ccccc3/C2=N\C(=O)Nc2ccccc2)cc1	-9%	0.1	-13	3	-5%	-1%	0.6	6	-6%
CCOc1ccc(NC(=O)CCN2CCN(c3ccccc3OC)CC2)cc1	41%[activator][57.1 µM]	27	61*	-4	15%	0%	0.1	-10	-9%
O=C(CCNC(=O)c1ccccc1Cl)NCc1ccncc1	1%	-0.2	-47	-5	-1%	5%	0.4	-2	-5%
COc1ccccc1-c1cc(C(=O)Nc2ccccc2C(F)(F)F)no1	14%	1.2	.	-2	7%	-11%	1.2	2	-10%
O=C(CSc1nnc(CNC(=O)c2ccccc2)n1-c1cccc(Cl)c1)Nc1ccccc1F	31%	-0.4	.	-1	10%	3%	-0.8	11	-3%
COc1ccccc1NC(=O)Nc1cc(C(C)(C)C)nn1C	7%	-0.5	-15	-3	1%	0%	-0.8	-1	-19%
COc1ccc(CC(=O)Nc2ccc(-c3nc4ccccc4s3)c(C)c2)cc1	17%[57.1 µM]	-0.6	.	1	2%[57.1 µM]	0%	0.4	0	-8%
CCOc1cc(NC(=O)C2CCCCC2)c(OCC)cc1NC(=O)c1ccccn1	22%	-0.6	-7	-1	5%	1%	-0.3	13	-12%
O=C(COC(=O)CSc1cc(Cl)ccc1Cl)Nc1ncc(C(F)(F)F)cc1Cl	11%	.	.	2	1%	8%	0.9	-3	-13%
CCN(CC)c1ncc(C#N)c(N)n1	18%[57.1 µM]	-0.7	1	9	8%[57.1 µM]	5%	0.5	3	-13%
CCOC(=O)c1ccc(NS(=O)(=O)c2ccc3oc(=O)[nH]c3c2)cc1	5%	-0.4	4	-11	-5%	-4%	0.0	-7	-20%

Some of the entries so far, with values under each structure:
Fields: TrxR1 inh, D2 ag, D2 antagonist, PI4K2A inh, TrxR1 substrate, IDH1 R132H inh, TRHR ag, TRHR enhancer, USP1-UAF1 inh
CN(Cc1ccco1)C(=O)Cn1ncc2c([nH]c3ccccc32)c1=O
→ 30%, 0.4, -6, 3, -1%, -3%, 0.3, 3, -16%
CC(=O)c1ccc(N2Cc3ccccc3/C2=N\C(=O)Nc2ccccc2)cc1
→ -9%, 0.1, -13, 3, -5%, -1%, 0.6, 6, -6%
CCOc1ccc(NC(=O)CCN2CCN(c3ccccc3OC)CC2)cc1
→ 41%[activator][57.1 µM], 27, 61*, -4, 15%, 0%, 0.1, -10, -9%
O=C(CCNC(=O)c1ccccc1Cl)NCc1ccncc1
→ 1%, -0.2, -47, -5, -1%, 5%, 0.4, -2, -5%

Sorted by length of the SMILES (rising): three of the compounds above
SMILES	TrxR1 inh	D2 ag	D2 antagonist	PI4K2A inh	TrxR1 substrate	IDH1 R132H inh	TRHR ag	TRHR enhancer	USP1-UAF1 inh
CCN(CC)c1ncc(C#N)c(N)n1	18%[57.1 µM]	-0.7	1	9	8%[57.1 µM]	5%	0.5	3	-13%
O=Cc1s/c(=N\S(=O)(=O)c2ccccc2)n(CCCCl)c1Cl	?	4.7	11	14	5%	-2%	3.2	-11	-19%
CCOc1cc(NC(=O)C2CCCCC2)c(OCC)cc1NC(=O)c1ccccn1	22%	-0.6	-7	-1	5%	1%	-0.3	13	-12%

The list goes on:
SMILES	TrxR1 inh	D2 ag	D2 antagonist	PI4K2A inh	TrxR1 substrate	IDH1 R132H inh	TRHR ag	TRHR enhancer	USP1-UAF1 inh
CCC(=O)N1CCN(c2ccccc2NC(=O)COc2ccc(C(C)C)cc2)CC1	7%	-0.1	4	7	-12%	10%	1.6	3	-17%
OCCCNc1ncnc2c1[nH]c1ccccc12	11%	-0.6	-16	2	26%	4%	-0.7	2	-17%
CN(C)CCCNCCCCNC(=O)/C=N/O	7%	0.5	-6	2	0%	4%	-0.8	-3	-15%
O=C(CC1Nc2ccccc2NC1=O)Nc1ccc2c(c1)OCO2 (stereo unspecified)	12%[57.1 µM]	1.1	-6	-3	5%[57.1 µM]	0%	-1.3	-3	-13%
Cc1noc(C)c1S(=O)(=O)N1CCN(c2ccc([N+](=O)[O-])cc2)CC1	9%	-0.3	2	4	-5%	-1%	-0.2	0	-5%
Cc1ccc(C(=O)COc2ccccc2-c2ccccc2)cc1C	-9%	.	.	0	-10%	7%	1.6	-4	-5%
Cc1cccc(-n2cnc(C(=O)N3CCN(C)CC3)c2)n1	12%[57.1 µM]	0.4	-11	0	10%[57.1 µM]	0%	-0.1	0	-17%
O=C(Nc1cccc(C(=O)N2CCN(c3ccccc3)CC2)c1)c1ccco1	3%	-0.2	-16	1	-4%	0%	0.5	-2	-2%
Cc1ccc(CNC(=O)CN(Cc2ccccc2)S(C)(=O)=O)cc1	5%	-0.1	-8	-1	-3%	9%	0.0	1	0%
O=C(CCCCn1c(=O)[nH]c2ccccc2c1=O)NCc1ccc2c(c1)OCO2	-8%	-0.3	-1	5	-8%[57.1 µM]	10%	-0.5	1	-18%
CCOc1ccc(-c2oc3ccccc3c(=O)c2O)cc1OCC	4%	3.5	.	3	-3%	-9%	16	0	3%
O=C(NC1=NN(c2ccccc2)CC1)Nc1ccccc1F	0%[57.1 µM]	.	.	10	7%[57.1 µM]	5%	-0.2	-5	-12%
Cc1ccc(-c2nn(CC(=O)NCC3CCCO3)c(=O)c3ccccc23)cc1 (stereo unspecified)	7%	0.2	-4	-1	5%	3%	-0.4	5	-8%
O=C1CCc2cc(S(=O)(=O)N3CCC(C(=O)NC4CCCCCCC4)CC3)ccc2N1	19%	0.2	10	-1	5%	-2%	-0.1	-2	?
CC(C)NC(=O)C(Sc1ccccc1)c1ccccc1 (stereo unspecified)	14%[57.1 µM]	-0.6	-10	0	1%[57.1 µM]	1%	-0.7	0	0%
COc1ccc(CCn2c3c(c(=O)[nH]c2=O)C(NC(=O)c2ccccc2)(C(F)(F)F)C(=O)N3)cc1OC (stereo unspecified)	26%	0.4	.	-2	2%	-7%	-0.2	1	-7%
Cc1c(Cl)cccc1NC(=S)N1CCN(c2ccccn2)CC1	12%[57.1 µM]	29	10	-1	8%[57.1 µM]	-4%	1.7	11	1%
FC(F)Oc1cccc2cccnc12	13%	0.3	-20	1	7%	4%	0.7	-1	-4%
Cc1ccc(S(=O)(=O)Nc2ccc(N(C)S(=O)(=O)c3ccc(C)cc3)cc2)cc1	19%	-0.4	-3	3	0%	1%	0.3	4	-25%
COC(=O)c1[nH]c(C)c(/C(O)=C2\C(=O)C(=O)N(CCN(C)C)C2c2cc(OC)ccc2OC)c1C (stereo unspecified)	-22%	0.6	-4	-3	-2%	4%	0.0	0	-13%
CCOC(=O)c1sc2nc(-c3cccnc3)ccc2c1N	20%	-0.3	-10	-21	10%	5%	0.9	8	-13%
N#C/C(=C\c1ccco1)C(=O)NCC1CCCO1 (stereo unspecified)	?	0.7	7	5	-12%	8%	-0.9	13	-16%
Cc1ccn2c(=O)nc(SCC(=O)NCc3ccc(F)cc3)nc2c1	-22%	0.4	18	-5	-13%	-4%	0.4	-5	2%
COc1ccc(-n2nc(C(=O)NCC(=O)Nc3ccccn3)c3ccccc3c2=O)cc1Cl	59%[activator][57.1 µM]	.	.	-1	42%[activator][57.1 µM]	6%	.	.	-25%
O=C(CSc1ncnc2nc[nH]c12)Nc1ccccc1C(F)(F)F	16%	0.5	-7	3	3%	8%	-0.2	0	2%
